IDE cell inh: human IDE inhibitors in live cells, primary screen, fluorescence polarization, HEK cells, FAbetaB substrate | AID 434962, 2010 | 320,000 tested, 0.41% active | inhibition, % at 5.59 µM | FAbetaB cleavage | Insulin-degrading enzyme (Homo sapiens), P14735;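 active = percent inhibition above the average of all tested compounds plus 3 SD, set per screening campaign, cut at about 16% in these data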;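 also: IDE supplied by intact live HEK cells; FP after avidin binding of uncleaved biotin substrate so inhibition keeps polarization high; 0% = DMSO wells and 100% = 60 µM reference IDE inhibitor Ii1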
Target sequence (P14735 whole entry, looked up): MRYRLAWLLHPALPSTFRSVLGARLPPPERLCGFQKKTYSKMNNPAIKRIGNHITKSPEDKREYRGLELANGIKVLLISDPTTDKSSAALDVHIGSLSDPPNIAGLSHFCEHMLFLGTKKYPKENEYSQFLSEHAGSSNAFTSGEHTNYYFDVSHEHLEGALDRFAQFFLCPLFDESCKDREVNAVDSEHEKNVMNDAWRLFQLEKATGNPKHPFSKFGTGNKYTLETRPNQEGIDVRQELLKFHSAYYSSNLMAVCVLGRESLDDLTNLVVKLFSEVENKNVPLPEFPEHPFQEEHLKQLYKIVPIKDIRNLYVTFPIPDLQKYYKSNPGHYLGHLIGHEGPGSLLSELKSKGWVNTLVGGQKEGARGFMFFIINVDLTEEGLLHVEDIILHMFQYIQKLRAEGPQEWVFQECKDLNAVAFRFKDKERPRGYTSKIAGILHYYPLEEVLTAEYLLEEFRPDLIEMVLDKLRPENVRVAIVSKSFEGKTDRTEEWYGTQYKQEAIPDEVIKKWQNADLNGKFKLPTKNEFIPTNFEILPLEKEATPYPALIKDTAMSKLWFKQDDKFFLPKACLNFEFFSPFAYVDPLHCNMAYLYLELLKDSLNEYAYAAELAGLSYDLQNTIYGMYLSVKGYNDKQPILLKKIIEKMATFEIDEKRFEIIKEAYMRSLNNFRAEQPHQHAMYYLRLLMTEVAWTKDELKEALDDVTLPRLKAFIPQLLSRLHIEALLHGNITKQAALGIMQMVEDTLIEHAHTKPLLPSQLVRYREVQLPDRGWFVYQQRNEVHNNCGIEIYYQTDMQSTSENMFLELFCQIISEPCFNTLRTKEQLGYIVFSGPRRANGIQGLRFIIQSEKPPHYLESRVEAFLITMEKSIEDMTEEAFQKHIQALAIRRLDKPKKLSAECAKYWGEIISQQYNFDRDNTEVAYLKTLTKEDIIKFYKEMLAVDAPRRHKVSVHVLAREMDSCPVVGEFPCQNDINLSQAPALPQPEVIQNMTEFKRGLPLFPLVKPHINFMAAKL
IDE act: human IDE activators in live cells, primary screen, fluorescence polarization, HEK cells, FAbeta-B substrate; Insulin-degrading enzyme (Homo sapiens), P14735; FAbeta-B cleavage; 0% vehicle, 100% cell-free pure enzyme wells; activation, % at 5.96 µM; 340,000 tested, 0.073% active; AID 493087, 2011;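 active = activation above the mean of all tested compounds plus 3 SD, set per screening campaign, cut at about 17% in these data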
Starred values were filed as active, the others as inactive. Not all compounds are listed; rates above refer to the full screens.

| no. | SMILES | IDE act | IDE cell inh |
| --- | --- | --- | --- |
| 1 | C/C=C/c1ccc(OCC(=O)Nc2cc(S(=O)(=O)N3CCOCC3)ccc2N2CCCC2)c(OC)c1 | 1 | -1 |
| 2 | Cc1ccc(NC(=O)C2CCN(S(=O)(=O)c3cccc(C(F)(F)F)c3)CC2)nc1 | 3 | 0 |
| 3 | COc1ccc(CCC(=O)N2CCN(S(=O)(=O)c3ccc(OC(F)(F)F)cc3)CC2)cc1 | 10 | 0 |
| 4 | CC1CC(C)CN(C(=O)c2cc(-c3ccncc3)nc3ccccc23)C1 (stereo not drawn) | 2 | 1 |
| 5 | C=C[C@@H]1c2ccccc2N(S(=O)(=O)c2ccc(C)cc2)[C@H](c2ccc(C(=O)OC)cc2)C1(C#N)C#N | 6 | 4 |
| 6 | Cc1ccc(N2CC(C(=O)Nc3cccc(C(=O)NC4CC4)c3)CC2=O)cc1 (stereo not drawn) | 3 | 0 |
| 7 | CC(=O)c1cc2c(cc1NC(=O)Cc1c(C)noc1C)OCO2 | 4 | 3 |
| 8 | COc1cc(OC)cc(-c2oc(=O)c3cc(OC)c(OC)cc3c2/C=C/c2ccc(F)cc2)c1 | -1 | 8 |
| 9 | CN(C)CCn1c2c(c(SCC(=O)NCc3ccccc3)nc1=O)CCC2 | -1 | -5 |
| 10 | CN(c1ccccc1)S(=O)(=O)c1cccc(C(=O)NC2CCCCC2)c1 | 7 | 3 |
| 11 | CC(C)N(C(=NCc1ccccc1)NC(=O)c1ccccc1)C(C)C | -2 | -3 |
| 12 | C=CC[C@H](CC(=O)NCCO)C(=O)NCCOC(=O)[C@@H](CC=C)Cc1ccc(F)cc1 | 5 | 8 |
| 13 | COc1ccccc1-n1ccn(CC(=O)Nc2ccc(C)cc2Cl)c(=O)c1=O | -6 | -1 |
| 14 | CN(C)C1=NC[C@H](Cc2ccccc2)N1CCC1CCCC1 | -7 | -1 |
| 15 | O=C1CC2(CCN(C(=O)c3ccc(Br)cc3)CC2)Oc2ccccc21 | 2 | -4 |
| 16 | O=C(NC1CC(=O)N(c2ccc(F)cc2)C1)N1CCN(C(=O)c2ccco2)CC1 (stereo not drawn) | 6 | -4 |
| 17 | CCCn1c(SCC(=O)N2CC(=O)Nc3ccccc32)n[nH]c1=O | -1 | 3 |
| 18 | CSCCC(NC(=O)COc1ccccc1)C(=O)N1CCN(c2ccccc2)CC1 (stereo not drawn) | 3 | -1 |
| 19 | O=C(CCNC(=O)c1ccco1)NCCN1C(=O)S/C(=C\c2ccc(F)cc2)C1=O | 3 | -1 |
| 20 | O=C(c1ccco1)N1CCN(Cc2cc(=O)c(OCc3ccccc3Cl)co2)CC1 | -2 | -7 |
| 21 | COc1ccc(C2=NOC(Cn3nc(C(=O)NCC4CC4)cc3-c3ccccc3)C2)cc1 (stereo not drawn) | 5 | -1 |
| 22 | COc1ccc(OC)c(/C=N/NC(=O)c2cccc3ccccc23)c1 | -2 | -1 |
| 23 | CCOc1ccc(CC(=O)NC2CC(C)(C)N(C)C(C)(C)C2)cc1OCC | 1 | 0 |
| 24 | CCCC1CCc2[nH]nc(C(=O)NN)c2C1 (stereo not drawn) | 4 | 2 |
| 25 | COc1ccc(C(=O)NCCS(=O)(=O)NCc2ccco2)cc1 | 1 | 3 |
| 26 | Cc1ccc(S(=O)(=O)NCC(=O)OC(C)C(=O)NC(=O)NC2CCCCC2)cc1C (stereo not drawn) | 3 | 0 |
| 27 | COc1ccc([C@H]2CC(=O)C=C(c3ccc(Cl)c(Cl)c3)C2)cc1 | 2 | 6 |
| 28 | CN(CC(=O)Nc1ccccc1C(F)(F)F)C(=O)CCc1nc2ccccc2c(=O)[nH]1 | 3 | 3 |
| 29 | COc1ccc(C(=O)Nc2ccccc2N2CCCC2)cc1S(=O)(=O)N1CCOCC1 | 5 | 1 |
| 30 | CCN(Cc1cccs1)C(=O)CN1C(=O)NC2(CCCc3ccccc32)C1=O (stereo not drawn) | -1 | -3 |
| 31 | Cc1cccc(NC(=O)CNC(=O)c2ccc3nc[nH]c3c2)c1C | 2 | -2 |
| 32 | CCN1C(=O)C(=O)N(CC(=O)c2cc(C)n(C3CC3)c2C)C1=O | 3 | 4 |
| 33 | O=C(COC(=O)/C=C/c1cccc(Cl)c1Cl)Nc1ccc2[nH]c(=O)[nH]c2c1 | 5 | 3 |
| 34 | CCOc1ccc(C(=O)NC2CC(=O)N(c3ccc4c(c3)OCCO4)C2)cc1 (stereo not drawn) | 3 | 1 |
| 35 | O=C(CNC(=O)C12CC3CC(CC(C3)C1)C2)Nc1ncccc1O | -3 | -2 |
| 36 | O=C(Cc1cccs1)N1CCN(S(=O)(=O)c2ccc(Cl)c(C(F)(F)F)c2)CC1 | -1 | 2 |
| 37 | Cc1ccccc1OCCC(=O)OCC(=O)N1CCN(S(=O)(=O)c2ccc(Cl)cc2)CC1 | 3 | 0 |
| 38 | CC[C@@]1(C(=O)OC)N[C@H](CN(C)C(=O)Nc2ccc(F)cc2)[C@@H]2C(=O)N(Cc3ccccc3)C(=O)[C@@H]21 | 2 | 7 |
| 39 | O=C(NCC1CCCO1)c1cccc(S(=O)(=O)Nc2cccc(C(F)(F)F)c2)c1 (stereo not drawn) | -3 | 1 |
| 40 | Clc1nccc(NCc2ccccc2)n1 | 6 | 5 |
| 41 | CCOC(=O)c1c(NC(=O)COC(=O)CC(NC(C)=O)c2ccccc2)sc(C(=O)NC)c1C (stereo not drawn) | -1 | 7 |
| 42 | O=C(COC(=O)Cc1cccc(C(F)(F)F)c1)NC(=O)NC1CCCC1 | 4 | 1 |
| 43 | Cc1noc(C)c1NC(=O)Nc1cccc2c1O[C@H](CN(C)C(=O)NC1CCCCC1)[C@@H](C)CN([C@H](C)CO)C2=O | 9 | 1 |
| 44 | COc1ccc(NC(=O)N(C)C[C@H]2Oc3c(NC(=O)c4nc5ccccc5s4)cccc3C(=O)N([C@@H](C)CO)C[C@H]2C)cc1 | 3 | -1 |
| 45 | O=C(C[C@@H]1C/C=C/CC[C@@H](Cc2ccc(F)cc2)C(=O)O[C@@H](c2ccccc2)CNC1=O)NCCO | 3 | 1 |
| 46 | CC1CCCC(NC(=O)CSc2ncccn2)C1C (stereo not drawn) | -4 | 0 |
| 47 | CN(CC(=O)Nc1ccc(F)cc1)C(=O)c1cn(-c2ccccc2)nc1-c1cccs1 | 2 | -2 |
| 48 | O=S(=O)(Nc1ccc(S(=O)(=O)N2CCCC2)cc1)c1ccccc1Br | 6 | -2 |
| 49 | O=C(Nc1cc(Cl)ccc1-n1cncn1)c1ccc(F)c(S(=O)(=O)N2CCOCC2)c1 | 3 | 2 |
| 50 | O=C(NC(=S)Nc1ccc(Br)cc1F)C1CCCCC1 | 6 | 1 |
| 51 | CC1CCCN(S(=O)(=O)c2cc(C(=O)NCc3ccco3)ccc2Cl)C1 (stereo not drawn) | 4 | -1 |
| 52 | Cc1ccc(NC(=O)CN2C(=O)NC(Cc3c[nH]c4ccccc34)C2=O)cc1 (stereo not drawn) | 3 | -8 |
| 53 | O=C(Nc1ccc(Cl)c(S(=O)(=O)N2CCOCC2)c1)c1ccc2c(c1)OCO2 | -7 | 3 |
| 54 | Cc1ccc(C(C)C)c(OCC(=O)NNC(=O)Cc2ccc(S(=O)(=O)N3CCOCC3)s2)c1 | 5 | -2 |
| 55 | COC(=O)[C@]1(Cc2ccccc2)N[C@H](CN(C)C(=O)Nc2ccc(Cl)cc2)[C@@H]2C(=O)N(C)C(=O)[C@@H]21 | 4 | 0 |
| 56 | Cc1cccc(OCCC(=O)NNC(=O)c2ccoc2C)c1 | 1 | -1 |
| 57 | COc1ccc(C2CC(c3ccccc3)=NN2C(=O)COC(=O)c2ccc(S(C)(=O)=O)cc2)cc1 (stereo not drawn) | 3 | -1 |
| 58 | C[C@H](CO)N1C[C@H](C)[C@@H](CN(C)Cc2ccc3c(c2)OCO3)Oc2c(NS(C)(=O)=O)cccc2C1=O | -4 | -3 |
| 59 | Cc1ccc(CSCC(=O)N(C)CC(=O)Nc2cccc(F)c2)cc1 | 4 | 5 |
| 60 | C#CCOCCOCCOCCNc1nc(N2CCN(C(=O)CCCCCCCCCCNC(=O)Cn3cc(C[C@@H](C)O)nn3)CC2)nc(N2CCN(C(=O)CCCCCCCCCCNC(=O)[C@H](CCCN=C(N)N)n3cc(C[C@@H](C)CC)nn3)CC2)n1 | 35* | 8 |

Six entries out of the list above, ordered by their value in IDE act, high to low:
| no. | SMILES | IDE act | IDE cell inh |
| --- | --- | --- | --- |
| 60 | C#CCOCCOCCOCCNc1nc(N2CCN(C(=O)CCCCCCCCCCNC(=O)Cn3cc(C[C@@H](C)O)nn3)CC2)nc(N2CCN(C(=O)CCCCCCCCCCNC(=O)[C@H](CCCN=C(N)N)n3cc(C[C@@H](C)CC)nn3)CC2)n1 | 35* | 8 |
| 54 | Cc1ccc(C(C)C)c(OCC(=O)NNC(=O)Cc2ccc(S(=O)(=O)N3CCOCC3)s2)c1 | 5 | -2 |
| 59 | Cc1ccc(CSCC(=O)N(C)CC(=O)Nc2cccc(F)c2)cc1 | 4 | 5 |
| 57 | COc1ccc(C2CC(c3ccccc3)=NN2C(=O)COC(=O)c2ccc(S(C)(=O)=O)cc2)cc1 (stereo not drawn) | 3 | -1 |
| 58 | C[C@H](CO)N1C[C@H](C)[C@@H](CN(C)Cc2ccc3c(c2)OCO3)Oc2c(NS(C)(=O)=O)cccc2C1=O | -4 | -3 |
| 53 | O=C(Nc1ccc(Cl)c(S(=O)(=O)N2CCOCC2)c1)c1ccc2c(c1)OCO2 | -7 | 3 |

Other records follow:
| no. | SMILES | IDE act | IDE cell inh |
| --- | --- | --- | --- |
| 61 | CC(C)Cn1c(SCC(=O)NCCCN2CCCC2=O)nc2ccccc21 | 8 | -3 |
| 62 | CC(OC(=O)CCc1cc(C(C)(C)C)c(O)c(C(C)(C)C)c1)C(=O)NC1CC1 (stereo not drawn) | 2 | 8 |
| 63 | C[C@H](CO)N1C[C@H](C)[C@@H](CN(C)Cc2ccncc2)Oc2c(NS(=O)(=O)c3cccs3)cccc2C1=O | -2 | 1 |
| 64 | O=C(COc1coc(CN2CCc3ccccc32)cc1=O)Nc1ccc([N+](=O)[O-])cc1 | 4 | -7 |
| 65 | COc1ccccc1CCC(=O)N1CCN(S(=O)(=O)c2cccc(F)c2)CC1 | 2 | -1 |
| 66 | COC(=O)c1cc(C(=O)OCC(=O)NC2CCCCCCC2)cc([N+](=O)[O-])c1 | 7 | -3 |
| 67 | COC(=O)c1ccc(NC(=O)C2CC3CCC2C3)cc1 (stereo not drawn) | 2 | 6 |
| 68 | O=C(CNCc1ccc(F)cc1)Nc1cc(S(=O)(=O)N2CCOCC2)ccc1Cl | 3 | -2 |
| 69 | Cc1ccc(CNC(=O)CN(C)S(=O)(=O)c2ccc(F)cc2)cc1 | 0 | 1 |
| 70 | Cc1cc(C)c(C(=O)COC(=O)C2CCN(c3ccc(C(F)(F)F)cn3)CC2)c(C)c1 | -1 | 5 |
| 71 | O=C(Nc1ccc(F)cc1Cl)C1=COCCO1 | 2 | 0 |
| 72 | CCOC(=O)[C@@H]1[C@H]2COc3ccc(Br)cc3[C@@H]2N2C(=O)N(c3ccc(OC)cc3)C(=O)[C@@]12C | 4 | 0 |

In a second layout: entries from further up
67: COC(=O)c1ccc(NC(=O)C2CC3CCC2C3)cc1 (stereo not drawn)
  IDE act = 2 | IDE cell inh = 6

68: O=C(CNCc1ccc(F)cc1)Nc1cc(S(=O)(=O)N2CCOCC2)ccc1Cl
  IDE act = 3 | IDE cell inh = -2

69: Cc1ccc(CNC(=O)CN(C)S(=O)(=O)c2ccc(F)cc2)cc1
  IDE act = 0 | IDE cell inh = 1

70: Cc1cc(C)c(C(=O)COC(=O)C2CCN(c3ccc(C(F)(F)F)cn3)CC2)c(C)c1
  IDE act = -1 | IDE cell inh = 5

Going on with the list.
| no. | SMILES | IDE act | IDE cell inh |
| --- | --- | --- | --- |
| 73 | COCCn1cnnc1SCC(=O)Nc1cccc(S(=O)(=O)N2CCCCC2)c1 | 6 | -5 |
| 74 | Cc1nnc2ccc(-c3ccc(NS(=O)(=O)c4ccc(Cl)s4)cc3)nn12 | -5 | -1 |
| 75 | COc1ccc(CCNC(=O)c2ccc3c(c2)S(=O)(=O)N=C2CCCCCN23)cc1 | 3 | 4 |
| 76 | O=C(Cc1csc(-c2ccccc2)n1)NCC(=O)Nc1ccc(F)c(F)c1F | -1 | -4 |
| 77 | CCOC(=O)C(C)(C)Oc1ccc(Cl)cc1 | 8 | 7 |
| 78 | O=C(NC(Cc1ccccc1)C(=O)N1CCCC(C(F)(F)F)C1)c1ccccc1 (stereo not drawn) | 3 | -1 |
| 79 | O=C(Nc1ccc(Cl)cc1Cl)c1cccc(N2C(=O)C=CC2=O)c1 | -57 | 6 |
| 80 | Cc1ccc(NC(=O)CSc2ccc(Br)cc2)cc1S(=O)(=O)N1CCOCC1 | -4 | -8 |

Screening results deposited in PubChem by The Scripps Research Institute Molecular Screening Center.
